Pf apPOL inh – Pf-apPOL DNA polymerase inhibition; 210,000 compounds, 0.25% hits; Recombinant Pf-apPOL, molecular beacon fluorescence, 1.5 h; inhibition, % at 10 µM
mHTT-CaM PPI inh – inhibitors of human mutant huntingtin-calmodulin interaction. P42858. AlphaScreen His-mHTT/GST-CaM binding, luminescence. inhibition, % at 15 µM. 190,000 compounds, 3.6% hits. AID 1671202;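 also: 0% = both proteins with DMSO and 100% = one protein alone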
The depositor's hits bear a star; . = not tested or not shown; & = joins results of further samples. Rule as the data show it: active = inhibition above about 50%; inactive = the rest.

SMILES	Pf apPOL inh	mHTT-CaM PPI inh
O=C(Nc1nc(-c2ccco2)cs1)c1ccc(-n2cccn2)nn1	30	56*
Cc1ccc(-n2c(CN3CCN(C(=O)Nc4ccccc4)CC3)nc3cccnc32)cc1	6	18
COc1ccccc1CC(=O)N1CCN(C2=CC3=NCC(C)N3C=N2)CC1 (stereo not drawn)	-4	15
CCOC(=O)c1nn(-c2ccc(C)cc2)c(=O)cc1OCC(=O)NCc1ccco1	0	10
Cn1cc(CNC(=O)c2c(NC(=O)c3cc(Br)cs3)cnn2C)cn1	.	2
Cc1ccc(CN2CCCn3nc(C(=O)NCCN(C)C)cc3C2=O)cc1	6	-3
Cc1cc(C)c(C#N)c(SCC(=O)Nc2ccc(Cl)cc2)n1	0	-12
CCOc1ccc(Nc2nc(-c3ccc(C)c(C)c3)cs2)cc1	-9	25
CC1(C)OC(=O)C(=CNNc2ccc(C(F)(F)F)cc2)C(=O)O1	18	.
CCN(CC)c1ccc(-c2noc(CN3CCc4ccccc4C3)n2)cn1	-9	-5
COc1ccc(CCNC(=O)Nc2ccc(F)cc2F)cc1OC	1	7
Cc1ccc(S(=O)(=O)N2CCc3nc4cc[nH]n4c(=O)c3C2)cc1C	-3	-1
C=CCC1CCCC(=O)N2CC[C@H](O)C12 (stereo partly drawn)	-9	-9
Cc1noc(C)c1S(=O)(=O)NCCC1CCN(C(=O)c2ccccc2)CC1	-4	37
Cc1ccc(N=C2C(=O)N(CN3CCCC(C)C3)c3ccccc32)cc1 (stereo not drawn)	-2	14
Cc1nn(S(=O)(=O)c2ccc(Cl)s2)c(C)c1[N+](=O)[O-]	4	.
Cc1c(C(=O)Nc2cccc(C(F)(F)F)c2)oc2ccc(S(=O)(=O)N3CCCC3)cc12	-6	-7
COc1ccccc1N1C(=N)S/C(=C\c2ccc(Br)c([N+](=O)[O-])c2)C1=O	-8	57*
Cn1c(=O)c2c(nc(N3CCCCC3)n2CCCNC2=NCCC2)n(C)c1=O	-4	-3
O=S1(=O)CCOC[C@H](c2ccccc2)N1Cc1ccc(Cl)c(Cl)c1	-4	-16
CC(C)(C)C(=O)N1CCN(c2nc(CN3CCCCC3)cs2)CC1	-1	10
C=CCN1[C@@H](C)COc2cc(N3CCCC3)ccc2S1(=O)=O	-5	-13
CCNc1cc(N2CCCC(CCC(=O)NCc3cccc(F)c3)C2)ncn1 (stereo not drawn)	-6	-1
CC(C)(C)c1ccc(C2SCC(=O)N2c2cccc(F)c2)cc1 (stereo not drawn)	-3	-11
O=C(Nc1ccc(N2CCN(C(=O)c3ccc(F)cc3)CC2)nc1)C1CCCCC1	-7	-6
CCSc1nnc2c(n1)OC(c1cc3c(cc1[N+](=O)[O-])OCO3)Nc1ccccc1-2 (stereo not drawn)	2	53*
Oc1[nH]c2ccc(F)cc2c1N=Nc1ccc(Cl)cc1Cl	3	.
O=[N+]([O-])c1ccc(-c2nc(-c3cccnc3)no2)cc1	6	-1
CCc1ccccc1NC(=O)C(=O)NCCO	0	-3
CC(CCC(=O)O)C1CCC2C3CCC4CC(=O)CCC4(C)C3CC(=O)C12C (stereo not drawn)	-4	0
CCOc1ccccc1C(=O)NCC1(O)CCCC1	-4	-3
COc1cc2c(cc1OC)C(C(=O)NCc1ccco1)C(c1cccnc1)N(C)C2=O (stereo not drawn)	-9	-1
Cc1nn(C)c(C)c1C(=O)O	0	-2
CCOC(=O)N1CCN(S(=O)(=O)c2ccc(C(=O)Nc3cc(C)no3)cc2)CC1	-1	1
O=C(Nc1ccc(Oc2ccccc2)cc1)c1cccc([N+](=O)[O-])c1C(=O)O	-13	-13
C1CN(C2CCC3SC2CCC3N2CCOCC2)CCO1 (stereo not drawn)	.	3
Cc1cc(Nc2ccc(Cl)c(Cl)c2)n2ncnc2n1	-2	13
COc1ccc2oc(=N)c(C(=O)Nc3ccccc3C)cc2c1	-4	3
COc1cc(C=O)c(Br)cc1OCC(=O)O	1	-5
COc1ccc(C(=O)N2CCN(c3ccccn3)CC2)c(OC)c1	5	-3
CC1=NS(=O)(=O)N(C)C=C1C(=O)OCc1cc(F)ccc1F	-9	-10
CCNC(=O)c1nc2cc(C)c(C)cc2n(C)c1=O	-1	30
Cc1nc2ccc(C(F)(F)F)cc2nc1C	3&0	.
CCCOC(=O)c1ccc(Oc2c(C)oc3c(CN(CC)CC)c(O)ccc3c2=O)cc1	-4	23
CCN(CC)C(=O)CC[C@H]1CC[C@]2(CCCN(Cc3cccc4ccccc34)C2)O1	-3	9
Brc1ccc(C2=NNC(c3nc4ccccc4[nH]3)C2)cc1 (stereo not drawn)	-2	32
O=C(O)c1ccccc1C(=O)Nc1cc(Cl)ccc1Cl	4	-3
CC1=C(C(=O)N(C)C)C(c2cccc(Cl)c2)n2c(nc3ccccc32)N1 (stereo not drawn)	-4	1
CCOc1cc(C(=O)Nc2ccncc2)cc(OCC)c1OCC	-1	7
CC(C)NC(=O)C(CCO)NC(C)C (stereo not drawn)	7	-10
Cc1oc(C2CCN(C(=O)Cc3cccc(F)c3)CC2)nc1C(=O)N1CCCC1	-6	12
Cc1nc2c(NC(=O)CCC(C)C)cccn2n1	-1	-4
Cc1cccc(N2C(=O)CSC2c2ccc(Br)cc2)c1 (stereo not drawn)	-4	-1
Cc1ccc(N=Cc2nc(-c3ccccc3)oc2O)c(C)c1	-6	-3
CC(=O)c1cccc(NC(=O)c2cc3cc(Br)ccc3oc2=O)c1	10	3
Cc1ccc(CNC(=O)Cn2cc3c(n2)CCCCC3)cc1	-9	5
Cc1cccc(CNC(=O)c2ccc3ncnc(N4CCCC4)c3c2)c1	3	4
O=C1C(c2cccnc2)N(Cc2ccc(C(F)(F)F)cc2)C(=O)CN1C1CCCCC1 (stereo not drawn)	-5	-1
O=C1OC(c2ccc(Br)cc2)=N/C1=C\c1ccccc1F	-2	-5
c1ccc(CN2CCCC(OCc3nc(-c4ccncc4)no3)C2)nc1 (stereo not drawn)	-8	3

Fetched by structure from above (five):
SMILES	Pf apPOL inh	mHTT-CaM PPI inh
Cc1cccc(N2C(=O)CSC2c2ccc(Br)cc2)c1 (stereo not drawn)	-4	-1
O=C1OC(c2ccc(Br)cc2)=N/C1=C\c1ccccc1F	-2	-5
CCOc1cc(C(=O)Nc2ccncc2)cc(OCC)c1OCC	-1	7
O=C1C(c2cccnc2)N(Cc2ccc(C(F)(F)F)cc2)C(=O)CN1C1CCCCC1 (stereo not drawn)	-5	-1
CC(=O)c1cccc(NC(=O)c2cc3cc(Br)ccc3oc2=O)c1	10	3

Following part.
SMILES	Pf apPOL inh	mHTT-CaM PPI inh
Cc1c(CNC(=O)c2ccc([N+](=O)[O-])cc2)cnn1C	1	-4
Cc1cccc(-n2nc3c(c2NC(=O)c2ccccc2F)CS(=O)(=O)C3)c1C	-9	-1
O=C(CCSCc1ccccc1F)N1CCC2(CC1)OCCO2	40	3
O=C(NCc1cccs1)NC12CC3CC(CC(C3)C1)C2	3	-3
Cc1cccn(CC(=O)c2ccc(-c3ccccc3)cc2)c1=N	-5	-4
Cc1ccc2[nH]cc(CCN3CC(C(=O)NC4CCCC4)CC3=O)c2c1 (stereo not drawn)	3	12
CCOC(=O)Nc1ccc(Br)cc1F	-2	-10
CCC(CC)C(=O)NCc1ccncc1	4	-2
COc1cc(NC(=O)c2ccc(-c3cccc([N+](=O)[O-])c3)o2)ccc1NC(=O)c1ccco1	-2	0
COc1cc(/C=C2/N=C(c3cccc(Cl)c3Cl)OC2=O)cc(OC)c1OC	-2	1
COc1ccccc1C(=O)NNc1cc(C(F)(F)F)ccn1	-7	.
COC(=O)c1ccc(NC(=O)N2CCCC2c2cccc(C)c2)cc1 (stereo not drawn)	-4	0
O=C(c1cccs1)N1C[C@@H](n2cc(C3CC3)nn2)[C@H](O)C[C@@H]1c1ccc(Cl)cc1	-7	-7
CS(=O)(=O)N(CC(=O)N1CCCCCC1)c1ccc(Cl)c(C(F)(F)F)c1	-2	2
CC(C)(C)c1ccc(OCC(O)CNC2CCCC2)cc1 (stereo not drawn)	-4	-8

Part of the list above, with values under each structure:
Below each compound – Pf apPOL inh, mHTT-CaM PPI inh
- O=C(NCc1cccs1)NC12CC3CC(CC(C3)C1)C2
 : 3, -3
- Cc1cccn(CC(=O)c2ccc(-c3ccccc3)cc2)c1=N
 : -5, -4

Part of the list above, as labelled records.
Cc1cccn(CC(=O)c2ccc(-c3ccccc3)cc2)c1=N
  Pf apPOL inh: -5
  mHTT-CaM PPI inh: -4
Cc1ccc2[nH]cc(CCN3CC(C(=O)NC4CCCC4)CC3=O)c2c1 (stereo not drawn)
  Pf apPOL inh: 3
  mHTT-CaM PPI inh: 12
CCOC(=O)Nc1ccc(Br)cc1F
  Pf apPOL inh: -2
  mHTT-CaM PPI inh: -10

Going on with the list:
SMILES	Pf apPOL inh	mHTT-CaM PPI inh
CCn1c(=O)c(-c2nc(-c3ccc(C)c(C)c3)no2)c(O)c2ccccc21	3	-7
CCC(C(=O)Nc1ccc(S(=O)(=O)N2CCOCC2)cc1)c1ccccc1 (stereo not drawn)	1	11
CSc1nc(-c2cccs2)cc(C(F)(F)F)c1C#N	6	-21
CCOc1ccc(/C=C2\Cc3ccccc3C2=O)cc1OC	-2	9
CCc1c(C#N)c(SCC(=O)Nc2cccc(C(C)=O)c2)nc2c1C(=O)CC(C)(C)C2	0	1
CCOc1ccccc1NC(=O)CCSc1ccc(Cl)cc1	-7	-116
O=C(Nc1cc(F)cc(F)c1)O[C@H]1CCC12CCC(c1ccccc1)CC2 (stereo partly drawn)	-5	-65
CCn1c(C2CCN(C(=O)c3ccoc3)C2)nc2cccnc21 (stereo not drawn)	-1	-2
O=S(=O)(NCCc1ccc(F)cc1)C1CC1	-4	-20
Cc1ccc(NC(=O)N2CCc3c(c(COc4cccc(F)c4)nn3C)C2)c(C)c1	0	22
CCOc1ccc2c(=O)c(-c3ccc(Br)cc3)c(C)oc2c1	-2	-2
CCCCC[C@@H](C)N1C[C@H](COCc2ccccc2)Oc2cc(N3CC[C@H](O)C3)ccc2S1(=O)=O	-10	78*
CCc1ccc(S(=O)(=O)N2CCc3c(c(-c4nc(-c5ccccc5)no4)nn3C)C2)cc1	-4	-8
COCCN(CCOC)S(=O)(=O)c1ccc(C(=O)Nc2nnc(-c3ccc(F)cc3)o2)cc1	-27	3
Cc1cc(C)nc(N=C(NC(=O)C(C)(C)C)Nc2ccc(F)cc2)n1	-3	-2

Single records (already shown). Order of values: Pf apPOL inh, mHTT-CaM PPI inh
O=C(Nc1cc(F)cc(F)c1)O[C@H]1CCC12CCC(c1ccccc1)CC2 (stereo partly drawn) as listed: -5, -65
CCOc1ccc(/C=C2\Cc3ccccc3C2=O)cc1OC as listed: -2, 9
CCOc1ccc2c(=O)c(-c3ccc(Br)cc3)c(C)oc2c1 as listed: -2, -2
CCc1c(C#N)c(SCC(=O)Nc2cccc(C(C)=O)c2)nc2c1C(=O)CC(C)(C)C2 as listed: 0, 1

Continuation.
SMILES	Pf apPOL inh	mHTT-CaM PPI inh
Cc1nnc(NC(=O)CCn2cnc3c(cnn3C(C)(C)C)c2=O)s1	-8	-11
Cn1nc(-c2ccc(S(=O)(=O)N3CCCN(C(=O)OC(C)(C)C)CC3)s2)cc1C(F)(F)F	-11	.
COc1ccc(NC(=O)CN2C(=O)C(c3ccccc3)=NC23CCC(C)CC3)cc1 (stereo not drawn)	-9	4
COc1ccc(C)cc1NC(=O)N1CCC(N2CCN(Cc3ccc(C)cc3)C2=O)CC1	0	12
O=C(CN1N=NC2C(=O)N(c3ccc(F)cc3)C(=O)C21)Nc1cccc(F)c1 (stereo not drawn)	5	0
CCCCCc1ccc2c(c1)Cc1cc(C#N)ccc1-2	-7	.
CCOCC(=O)N1CC2(COC(C)(C)OC2)C1	-2	-1
Cc1ccc(N=C2NC(=O)CC(C(=O)Nc3ccc(C)c(C)c3)S2)cc1 (stereo not drawn)	14	13
CC(O)CNC(=O)C(=O)Nc1ccc(N(C)C)cc1 (stereo not drawn)	-6	7
c1ccc2c(c1)Oc1ccccc1C2n1nnc2ccccc21	-6	-9
CCN(CC)CC#CCN1CC(c2ccccc2)CC1=O (stereo not drawn)	-3	-1
CCCCn1c(COc2ccccc2)nc2ccccc21	-6	-23
Cn1c(SCc2nccn2Cc2ccc(Cl)cc2)nnc1C(F)(F)F	-7	.
Cc1cccc(NC(=O)C2CCN(c3ccncc3)CC2)c1	-2	-13
CC(=O)NS(=O)(=O)c1ccc(NC(=O)CSc2ccccc2)cc1	-4	-7
CC(C)Cn1c(=O)c(N2CCN(C(=O)CCCc3ccccc3)CC2)nc2ccncc21	-11	8
CCC(=O)N1CC(C(=O)NC2CC2)C(c2ccccc2)C1 (stereo not drawn)	-6	4
CCOc1ccc(-c2csc(Nc3ccc(F)cc3)n2)cc1[N+](=O)[O-]	0	91*
CCOc1ccc2ncc(C#N)c(N3CCC(C(=O)Nc4ccccc4)CC3)c2c1	-1	3
CCc1nn2c(CNC(=O)CCc3ccccc3)c(C)nc2s1	0	1
O=C(NCc1ccccc1Cl)C1CCN(S(=O)(=O)N2CCC3(CC2)OCCO3)CC1	-13	-2
O=c1/c(=C/c2ccncc2)sc2n1CN(c1cccc(C(F)(F)F)c1)CN=2	16	49
CCOC(=O)c1c(-c2ccc(OC)cc2)oc2ccc(OC)cc12	-6	-34
COc1ccc(-c2nc3c4cnn(-c5ccc(C)cc5)c4ncn3n2)cc1	-2	-1
FC(F)(F)c1cc(-c2ccccc2)nc(-n2cc(Cl)cn2)n1	4	-16

High-throughput results (PubChem BioAssay)

Hits appear at their usual frequency; overall some 3.5% were active at least once.
